KB-3-1 cytotox – KB-3-1 parental cell cytotoxicity. KB-3-1 viability, CellTiter-Glo ATP luminescence, 72 h. Potency, µM (top dose mostly 46.1 µM), inactives show top-dose activity change, negative = cytotoxic, usual class: cytotoxic. 400,000 compounds, 1.4% hits; further: potency means the concentration at half of the fitted maximal effect; on the % scale 0 is the no-effect control and ±100 the full control effect; nearly all actives have a fitted effect of over 60% in size
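Screening of KB-3-1 cells (DMEM, 10% FBS, phenol-red free) ran from lowest to highest compound concentration; after 72 h at 37 °C viability was read luminescently and curves fitted.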
IL1B secr inh – inflammasome signaling inhibition, IL-1 beta readout; THP-1 LPS/ATP IL-1B secretion, AlphaLISA, 16 h; hits give low values; activity change, % at 57.5 µM; 360,000 compounds, 4.7% hits; AID 743279; in the data active means activity change below about -50%; inconclusive means mostly about -30% to -49%; further: on the % scale 0 is the no-effect control and ±100 the full control effect
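Secreted IL-1B measured by AlphaLISA bead assay after 16 h compound exposure of THP-1 cells; compounds (final up to 57.5 uM) added 1 h before LPS (250 ng/mL) and ATP (1.25 mM) stimulation; lower signal means less secretion.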
KB-V1 cytotox – kills drug-selected multidrug resistant KB-V1 cells | KB-V1 MDR cells viability, CellTiter-Glo, 72 h | Potency, µM (top dose mostly 46.1 µM), for inactives: at the top dose activity change, negative = cytotoxicity, most hits filed as cytotoxic | 400,000 compounds, 3.4% hits | AID 1347076; further: potency means the concentration at half of the fitted maximal effect; on the % scale 0 is the no-effect control and ±100 the full control effect; nearly all actives have a fitted effect of over 60% in size
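Readout: CellTiter-Glo luminescence, 10 min after addition. Cells: KB-V1 MDR subline, 72 h at 37 degrees C with compound. Analysis: corrected, normalized data fitted to concentration-effect curves.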
HT1080-NT tox – kills 2HG-producing HT-1080-NT fibrosarcoma cells | HT-1080-NT fibrosarcoma viability, CellTiter-Glo ATP luminescence, 48 h | Potency, µM (titrated, usually from 46.1 µM), inactives show at the highest dose activity, negative = less viability, most hits filed as cytotoxic | 360,000 compounds, 1.6% hits;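 further: NT is the 2HG producing partner of a matched IDH1 knockdown line; potency means the concentration at half of the fitted maximal effect; 0% = DMSO-treated cells and -100% = media-only wells without cells; nearly all actives have a fitted effect of over 55% in size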
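Viability by CellTiter-Glo luminescence after 48 h compound exposure at 37C of HT-1080-NT cells (750/well, RPMI, 5% FBS). % activity scaled between DMSO wells and medium-only wells, then curve-fitted and categorized by curve class.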
ATXN2 expr inh – reduces ATXN2 reporter expression in HEK-293 cells | 360,000 compounds, 0.72% hits | Potency, µM (titrated, usually from 57 µM), without a hit: at the highest dose activity change, negative = inhibition, hits mostly inhibitors | HEK-293 ATXN2-luciferase reporter, luminescence, 24 h; further: potency means the concentration at half of the fitted maximal effect; on the % scale 0 is the no-effect control and ±100 the full control effect; nearly all actives have a fitted effect of over 55% in size
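ATXN2-luciferase reporter cells (luciferase flanked by upstream and downstream ATXN2 gene portions) were treated 24 h at 37 °C with compounds at up to 57 uM. SteadyGlo luminescence gave expression; GF-AFC fluorescence gave viability.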
HT1080 IDH1KD tx – kills HT-1080 cells with IDH1 knockdown; Potency, µM (top dose mostly 46.1 µM), for inactives: at the highest dose activity, negative = toxicity, usual class: cytotoxic; HT-1080 IDH1 knockdown viability, ATP luminescence, 48 h; AID 686971; 360,000 compounds, 2% hits;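 further: potency means the concentration at half of the fitted maximal effect; 0% = DMSO wells and -100% = cell-free medium wells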
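Viability of IDH1-knockdown HT-1080 fibrosarcoma cells was assessed by CellTiter-Glo after 48 h at 37 °C with titrated compound; concentration-effect curves were classified by fit quality and response size.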
WRN inhibitor – WRN helicase (human) inhibition; WRN helicase unwinding, fluorescent forked duplex, kinetic; AID 651768; Q14191; 360,000 compounds, 0.46% hits; Potency, µM (top dose mostly 114 µM), inactives show top-dose activity change, negative = inhibition, hits mostly inhibitors; further: potency means the concentration at half of the fitted maximal effect; on the % scale 0 is the no-effect control and ±100 the full control effect; nearly all actives have a fitted effect of over 55% in size
Target sequence (Q14191 whole entry, looked up): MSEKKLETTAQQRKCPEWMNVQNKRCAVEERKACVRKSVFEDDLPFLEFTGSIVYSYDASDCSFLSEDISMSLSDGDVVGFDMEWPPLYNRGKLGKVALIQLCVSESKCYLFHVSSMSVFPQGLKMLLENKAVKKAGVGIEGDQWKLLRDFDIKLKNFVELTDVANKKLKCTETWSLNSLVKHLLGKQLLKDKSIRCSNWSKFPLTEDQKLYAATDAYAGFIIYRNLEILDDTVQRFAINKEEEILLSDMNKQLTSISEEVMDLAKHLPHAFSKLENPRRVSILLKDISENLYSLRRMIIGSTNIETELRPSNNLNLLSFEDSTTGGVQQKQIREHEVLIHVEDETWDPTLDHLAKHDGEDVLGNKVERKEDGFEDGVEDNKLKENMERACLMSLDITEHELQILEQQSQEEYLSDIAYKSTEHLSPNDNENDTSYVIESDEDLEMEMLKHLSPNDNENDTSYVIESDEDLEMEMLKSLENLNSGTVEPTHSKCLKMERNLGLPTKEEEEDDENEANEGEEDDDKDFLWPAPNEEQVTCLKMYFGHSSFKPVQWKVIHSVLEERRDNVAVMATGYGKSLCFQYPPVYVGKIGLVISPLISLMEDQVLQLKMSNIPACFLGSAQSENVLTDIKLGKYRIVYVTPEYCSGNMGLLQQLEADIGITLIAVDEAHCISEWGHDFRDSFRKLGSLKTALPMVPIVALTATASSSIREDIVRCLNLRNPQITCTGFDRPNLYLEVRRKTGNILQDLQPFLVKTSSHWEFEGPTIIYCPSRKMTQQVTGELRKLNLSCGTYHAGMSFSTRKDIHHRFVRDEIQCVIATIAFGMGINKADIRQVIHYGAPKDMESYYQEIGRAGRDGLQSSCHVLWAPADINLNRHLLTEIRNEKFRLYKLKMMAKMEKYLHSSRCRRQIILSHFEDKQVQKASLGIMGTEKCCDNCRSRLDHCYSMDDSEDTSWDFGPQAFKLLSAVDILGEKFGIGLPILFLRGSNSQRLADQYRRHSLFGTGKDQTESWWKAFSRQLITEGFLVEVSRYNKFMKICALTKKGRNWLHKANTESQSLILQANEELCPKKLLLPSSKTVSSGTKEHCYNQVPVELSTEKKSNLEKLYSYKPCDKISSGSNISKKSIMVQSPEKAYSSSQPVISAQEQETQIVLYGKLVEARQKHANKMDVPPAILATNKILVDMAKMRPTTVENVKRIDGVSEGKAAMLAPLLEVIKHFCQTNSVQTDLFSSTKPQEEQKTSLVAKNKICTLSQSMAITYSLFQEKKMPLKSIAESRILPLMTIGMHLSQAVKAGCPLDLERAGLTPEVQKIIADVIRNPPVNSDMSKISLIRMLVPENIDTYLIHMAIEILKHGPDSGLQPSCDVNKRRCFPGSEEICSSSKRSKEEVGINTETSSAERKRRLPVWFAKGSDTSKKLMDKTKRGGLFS
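Primary qHTS, 1536-well format. 20 nM WRN + compound, 15 min RT; start with 100 nM forked fluorophore/quencher duplex, 2 mM ATP (final); kinetic read ex 525/em 598 nm.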
SW480 rereplic – induces DNA re-replication in SW480 colon adenocarcinoma cells. SW480 DNA re-replication, Hoechst DNA content imaging, 48 h. Potency, µM (doses to about 46.1 µM), without a hit: top-dose re-replication activation, usual class: activators. 340,000 compounds, 1.8% hits. AID 624297; further: potency means the concentration at half of the fitted maximal effect; % of control where 0% means no effect; nearly all actives have a fitted effect of over 55% in size
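Compounds, transferred as 23 nL by pin tool, were incubated with cells for 48 hr; DNA content per nucleus was then quantified by Hoechst staining and fluorescence plate imaging.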
MCF10A rerep – DNA re-replication induction in MCF 10a cells; MCF 10A DNA re-replication, Hoechst nuclear intensity, 48 h; Potency, µM (highest dose often 46.1 µM), without a hit: at the top dose activity, positive = re-replication, hits mostly activators; 350,000 compounds, 2.9% hits; AID 624296; further: potency means the concentration at half of the fitted maximal effect; % of control where 0% means no effect; nearly all actives have a fitted effect of over 50% in size
* hit, by the source's call; u = inconclusive; x = not tested or not shown; & = joins results of further samples; [ ] = remark or other dose. Unless noted, the call rests on the fitted dose curve; in most records, active means well fitted curve in the direction sought with a large enough effect; inconclusive means small, poorly fitted or top-dose-only effect, or another doubt; inactive means no such curve, though single readings can be large; an effect the other way counts as inactive or inconclusive.

Order of results – KB-3-1 cytotox | IL1B secr inh | KB-V1 cytotox | HT1080-NT tox | ATXN2 expr inh | HT1080 IDH1KD tx | WRN inhibitor | SW480 rereplic | MCF10A rerep
1) COc1ccc(CN2CCN(CCSc3ccc(C)cc3)CC2)c(OC)c1OC
  -9% | -1 | u | -21% | x | -16% | 3% | -3% | 2%
2) CN(C(=O)c1ccccn1)c1nnc(-c2cnccn2)s1
  3% | -5 | 20% | 13% | 2% | -1% | 4% | 4% | -3%
3) CC#CC(=O)N1CCC(C(=O)Nc2ccc(Oc3ccccc3)nc2)CC1
  3% | -13 | 24% | 10% | 13% | -1% | 0% | 21% | -1%
4) CCOC(=O)c1cnn2c(C(F)(F)F)cc(-c3ccco3)nc12
  0% | 6 | -7% | -1% | -25% | 0% | 3% | 16% | 0%
5) O=C(c1ccc(Cl)cc1)c1ccc(OCC(=O)N2CCOCC2)cc1
  -3% | 6 | 18µM* | -1% | 3% | -9% | -5% | -1% | 9%
6) CCOC(=O)C1(Cc2ccccc2)CCCN(Cc2ccncc2)C1 (stereo not given)
  -13% | 30 | 0% | -10% | -28% | 5% | -3% | -6% | 15%
7) NC(=O)c1ncc(C(F)(F)F)cc1Oc1ccc(F)cc1
  11% | 2 | 1% | 6% | 0% | 4% | -2% | -3% | -1%
8) COCCNC(=S)c1ccc(Br)cc1
  4% | 3 | 12% | 8% | x | 14% | -2% | -7% | -2%
9) O=C(NCCN1CCC(Cc2ccccc2)CC1)C1CCCN(S(=O)(=O)c2cnc[nH]2)C1 (stereo not given)
  -3% | 5 | 5% | -2% | -5% | -3% | 3% | -1% | 14%
10) Cn1cc(C(=O)c2ccc(Cl)cc2Cl)cc1C(=O)O
  -17% | -3 | 20% | 1% | -6% | 27% | -25% | 0% | -2%
11) O=C(NNc1ccccc1)/C(=C\c1cccnc1)NC(=O)c1ccccc1
  -1% | -5 | 18% | -15% | x | -23% | -4% | 1% | 16%
12) O=C1C(Cl)=C(NCC2CCCO2)C(=O)N1C1CCCCC1 (stereo not given)
  1% | -1 | 9% | 1% | 2% | 2% | -6% | 1% | 19%
13) CN(C1=NC(=O)C(CC(=O)O)S1)c1ccc(O)cc1 (stereo not given)
  -1% | -2 | 27% | 14% | 1%[11.3 µM] | 25% | -35% | -11% | -6%
14) O=C(Nc1nccc(-c2cccs2)n1)c1ccccc1Cl
  0% | 15 | -22% | 0% | 14% | 1% | -6% | -12% | 5%
15) CCOc1ccc(C(C)=O)cc1CSc1nc(C)cc(C)n1
  -10% | -19 | u | 5% | 3% | -3% | 3% | -2% | 0%
16) N#Cc1ccccc1OCC(O)CS(=O)(=O)c1ccccc1 (stereo not given)
  7% | -13 | -21% | 9% | -10% | 5% | 2% | -2% | -3%
17) Cc1nc(NC(=O)c2ccco2)sc1-c1csc(Nc2ccc(Cl)cc2Cl)n1
  0% | 0 | u | u | -16% | u | -29% | u | 16µM*
18) CC(=O)c1ccc(OCCCC(=O)OCC(=O)Nc2c(C)nn(-c3ccccc3)c2C)cc1
  -1% | 14 | -7% | 6% | x | 11% | -1% | -7% | -3%
19) CN(C)CCCOc1ccc(-c2ccc3nccn3c2)cn1
  0% | -5 | 5% | 17% | 10% | 2% | -1% | x | x
20) CCCNc1nc(N2CCCC2)nc(N2CCCC2)n1
  -27% | -65* | u | u | -3% | u | -5% | u | 2%
21) Cn1c(=O)c(=O)n(C)c2cc(S(=O)(=O)N3CCOc4ccccc43)ccc21
  3% | 7 | u | -6% | 31% | 1% | 1% | 0% | -2%
22) Cc1cc(NC(=O)/C(C#N)=C/c2ccc(-c3cccc(C(F)(F)F)c3)o2)n(-c2ccccc2)n1
  2% | 0 | -9% | 1% | -16% | 2% | -26% | x | u
23) O=C(NCCNc1ccc([N+](=O)[O-])cc1)c1ccc(Cl)cc1
  -7% | -9 | u | -6% | -21% | -19% | -5% | -6% | u
24) CC1(C(=O)O)CCN1C(=O)COc1ccc(Cl)cc1 (stereo not given)
  0% | 0 | 3% | 21% | 12% | 10% | -1% | x | x
25) Cc1cc(NC(=O)Cn2c(=O)oc3ccc(Cl)cc32)no1
  3% | 6 | 4% | 3% | x | 11% | 9% | 5% | -3%
26) COc1ccc(NC(=O)c2ccc(Cl)c(S(=O)(=O)NCC3CCCO3)c2)c(OC)c1 (stereo not given)
  -20% | -3 | 0% | -6% | -8% | -6% | 11% | 2% | 0%
27) O=C(c1cccs1)N1C[C@@H](O)[C@H](n2cc(-c3ccc(F)cc3)nn2)C[C@@H]1c1ccccc1
  u | 9 | -14% | -8% | -24% | -10% | -4% | x | x
28) COc1ccccc1CNc1ncnc2nc[nH]c12
  u | 8 | -34%&-11%&-11% | -1% | -22% | -10% | -8% | -11% | 2%
29) CC(C)=CCC/C(C)=C/CNC(=O)C[C@H]1C[C@H](C(=O)N2CCCCC2)[C@@]2(CCc3ccccc3)c3[nH]c4cc(CCC(=O)N(C)C)ccc4c3CCN2C1=O
  0% | -68* | 0% | -5% | 6% | 4% | -4% | -38%[inhibitor] | -34%[inhibitor]
30) Cc1cccc(C)c1OCCOC(=O)c1n[nH]c2ccccc12
  -2% | 6 | -13% | -19% | 2% | -20% | -5% | 22% | u
31) Cc1ccccc1CSCC(=O)NC(=O)NCc1ccco1
  0% | 2 | -18% | 7% | 3% | -2% | u | -4% | 2%
32) O=C1C=C(c2ccc(CO)cc2)C[C@@H](c2ccc(F)cc2)C1
  -29% | 29 | -29% | -14% | -12% | -13% | 2% | x | x
33) COc1ccc(C2C(C(C)=O)=C(O)C(=O)N2CCCn2ccnc2)cc1OC (stereo not given)
  4% | 21 | u | 2% | 1% | 2% | -17% | -5% | -6%
34) O=C(O)CCCN=CC1=C(O)C(C(=O)c2ccccc2)CCC1=O (stereo not given)
  15% | -7 | u | 5% | -5% | 10% | -3% | -6% | -8%
35) N=c1ccn(CC(=O)NC(N)=O)c2ccccc12
  0% | 7 | 7% | 15% | -6% | -5% | 5% | 7% | 12%
36) CCOC(=O)/C(=C(/C)N)C1CC(=O)NC1=O (stereo not given)
  -8% | 13 | 12% | -2% | x | 5% | 9% | x | x
37) COc1ccc(NC(=O)c2cc3c([nH]c4ccccc43)c(C)n2)cc1
  10% | u | 9% | 13% | -16% | 1% | -5% | -6% | 27%
38) COCCNC(=O)C(c1ccco1)N(C(=O)Cn1nnc2ccccc21)c1cccc(C)c1C (stereo not given)
  -4% | 2 | -15% | 14% | -6% | 14% | 2%[57.1 µM] | -3% | -4%
39) COc1ccc(C(=O)c2oc3ccc(Br)cc3c2NC(C)=O)cc1
  -1% | -27 | -13% | u | -3% | 0% | -2% | -5% | 11%
40) CC(C)N=c1cc2n(-c3ccc(Cl)cc3)c3ccccc3nc-2cc1Nc1ccc(Cl)cc1
  0% | -15 | u | -1% | -9% | -6% | 1% | u | 2%
41) Cc1ccc(N(C(=O)CCC(=O)Nc2nccs2)C(C(=O)NC(C)(C)C)c2ccc(O)cc2)cc1 (stereo not given)
  3% | 9 | u | -10% | -9% | 18% | 3% | -3% | -1%
42) CCc1cc[n+](C(C(=S)Nc2cccc(C)c2)=C([O-])c2ccc(C)c([N+](=O)[O-])c2)cc1
  -12% | -18 | 0% | -2% | -10% | 0% | -5% | -3% | 1%
43) O=C(Cc1cccc2ccccc12)N/N=C/c1ccc(OC(=O)/C=C/c2ccco2)cc1
  1% | u | 5% | -18% | 0% | -8% | -5%[57.1 µM] | 1% | 16%
44) Cc1ccc(Cn2ccsc2=NC(=O)COC(=O)C(C)C)cc1
  16µM* | -10 | -10% | -27% | 1% | u | 9% | 2% | 2%
45) O=C(O)c1ccccc1C(=O)N1CCN(S(=O)(=O)c2cccc(C(F)(F)F)c2)CC1
  u | 21 | -2% | 4% | 5% | 4% | 2% | -10% | -19%
46) Cc1ccc2oc(C(=O)Nc3nnc(C)s3)c(C)c2c1
  21% | -1 | -6% | 0% | -11% | -1% | 17%[57.1 µM] | -3% | -1%
47) OC(Cn1ccnc1)c1ccc(Cl)cc1Cl (stereo not given)
  u | -5 | u | -3% | 7% | -3% | -4% | 0%[9.22 µM] | 0%
48) O=C(O)C1CCCCC1C(=O)Nc1cc(C(F)(F)F)ccc1Cl (stereo not given)
  3% | 24 | 14% | 1% | x | -1% | -6% | 1% | 24%
49) O=C(Nc1ccccc1NC(=O)NC1CCCCC1)NC1CCCCC1
  u | -69* | 23% | -4% | 20µM* | 5% | -4% | u | 3.7µM*
50) Cc1ccc(NC(=O)CNc2ccc(OC(C)C)cc2)cc1
  0% | -18 | u | 3% | 22% | 12% | -9% | 22% | u
51) COc1ccc(C(CNC(=O)CCOc2ccccc2)N(C)C)cc1 (stereo not given)
  0% | -6 | -9% | -17% | 7% | -6% | 11% | u | 5%
52) O=C(c1ccco1)n1nc(NCc2ccccc2)nc1NCc1ccccc1
  0% | -22 | 1% | -6% | -17% | 1% | -7% | -3% | 13%
53) Cc1cc(C)c(OC2(c3ccccc3)OC(=O)c3ccccc32)c(C)c1 (stereo not given)
  0% | -5 | -19% | -7% | -25% | u | -13% | u | 19%
54) CC(C)(C)c1ccc(C(=O)CC(=O)c2cc(Cl)ccc2O)cc1
  5.8µM* | 69 | 2.6µM* | u | -38% | u | -2% | u | u

As a short view, some entries already given:
Order of results – KB-3-1 cytotox | IL1B secr inh | KB-V1 cytotox | HT1080-NT tox | ATXN2 expr inh | HT1080 IDH1KD tx | WRN inhibitor | SW480 rereplic | MCF10A rerep
33) COc1ccc(C2C(C(C)=O)=C(O)C(=O)N2CCCn2ccnc2)cc1OC (stereo not given)
  4% | 21 | u | 2% | 1% | 2% | -17% | -5% | -6%
34) O=C(O)CCCN=CC1=C(O)C(C(=O)c2ccccc2)CCC1=O (stereo not given)
  15% | -7 | u | 5% | -5% | 10% | -3% | -6% | -8%
